Screens as filed in PubChem.
PTHR1 agonist: qHTS for PTHR1 Agonists: Primary Screen; Parathyroid hormone/parathyroid hormone-related peptide receptor (Homo sapiens), Q03431; HEK293 GP2 PTHR1 cells, GloSensor cAMP luminescence, 1 h; Potency, µM (doses to about 115 µM), for the others: at the top dose activation, hits mostly activators; hit rate 0.075% among 410,000; AID 743266, 2014; note: potency is the fitted concentration of half-maximal effect; nearly all actives have a fitted effect of over 55% in size; some results filed as inactive show a strong effect at the top dose; inactives centre near -15; many of its hits are not listed in these tables
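HEK-293-derived GP2 cells expressing PTHR1 and a GloSensor cAMP reporter, 3,000/well, plated overnight, given luciferin plus IBMX (each 0.5 mM as added) for 1 h at 37 °C, then compound for 1 h at 37 °C. Luminescence was read after 15 min at room temperature.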
aSyn yeast inh: qHTS of alpha-syn Inhibitors | Yeast expressing alpha-synuclein, growth rescue, BacTiter-Glo, 24 h | hit rate 0.14% among 370,000 | Potency, µM (highest dose often 46.1 µM), for the others: at the highest dose growth rescue (activation), most hits filed as activators; note: potency is the fitted concentration of half-maximal effect; % of control where 0% means no effect; nearly all actives have a fitted effect of over 65% in size
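Galactose-induced alpha-syn yeast (OD600=0.02, raffinose-pregrown) + pinned cpd, 24 hr, 30 deg C; growth by BacTiter-Glo luminescence. Growth restoration scores as activation.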
GLP1R inv ag: qHTS of GLP-1 Receptor Inverse Agonists (Inhibition Mode) | Glucagon-like peptide 1 receptor (Homo sapiens), P43220 | HEK293 GLP-1R CRE-luciferase, luminescence, 24 h; GLP-1R form is constitutively active | Potency, µM (top dose mostly 38.3 µM), inactives show at the top dose activity change, negative = inhibition, most hits filed as inhibitors | hit rate 1.6% among 410,000 | AID 624417, 2012; note: potency is the fitted concentration of half-maximal effect; % is set by controls: 0 for no effect and ±100 for the full control effect; nearly all actives have a fitted effect of over 55% in size
Target sequence (P43220 whole entry, looked up): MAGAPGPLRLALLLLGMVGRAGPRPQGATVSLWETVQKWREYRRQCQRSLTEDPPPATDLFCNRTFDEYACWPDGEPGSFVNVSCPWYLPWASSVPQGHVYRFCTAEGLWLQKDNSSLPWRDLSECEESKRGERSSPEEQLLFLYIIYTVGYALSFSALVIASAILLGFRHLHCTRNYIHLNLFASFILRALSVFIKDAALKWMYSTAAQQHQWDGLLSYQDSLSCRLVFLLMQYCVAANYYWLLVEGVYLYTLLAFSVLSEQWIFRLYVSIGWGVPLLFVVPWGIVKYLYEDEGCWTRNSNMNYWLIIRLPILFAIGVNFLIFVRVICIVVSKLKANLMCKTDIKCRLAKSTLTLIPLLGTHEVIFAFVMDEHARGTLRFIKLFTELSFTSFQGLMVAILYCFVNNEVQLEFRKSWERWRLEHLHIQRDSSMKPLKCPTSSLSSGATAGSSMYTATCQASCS
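HEK293 cells stably co-expressing constitutively active GLP-1R and a cAMP-responsive luciferase reporter were seeded in DMEM with 10% Nu serum, given compounds after 12 h, and incubated 24 h at 37 deg C. Luminescence was then read.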
TDP-43 yeast inh: qHTS of TDP-43 Inhibitors | AID 652104, 2013 | hit rate 1.8% among 410,000 | Potency, µM (titrated, usually from 46.1 µM), without a hit: at the top dose growth rescue (activation), actives largely listed as activators | TDP-43 expressing yeast growth rescue, BacTiter-Glo, 24 h; note: potency is the fitted concentration of half-maximal effect; % of control where 0% means no effect; nearly all actives have a fitted effect of over 50% in size
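Growth rescue of TDP-43-toxic yeast measured as ATP luminescence (BacTiter-Glo). Cells grown to mid-log in raffinose, induced in galactose at OD600=0.02, exposed to compound 24 hr at 30 deg C.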
DRD3 agonist: qHTS of D3 Dopamine Receptor Agonist: qHTS | D(3) dopamine receptor (Homo sapiens), P35462 | D3R DiscoveRx beta-arrestin cells, luminescence, 90 min | max activation, % | hit rate 0.58% among 410,000 | AID 652048, 2013; in the data active = max activation above about 30%; note: 0% is about no effect; mostly tested at two doses, the higher about 12 µM
Target sequence (P35462 whole entry, looked up): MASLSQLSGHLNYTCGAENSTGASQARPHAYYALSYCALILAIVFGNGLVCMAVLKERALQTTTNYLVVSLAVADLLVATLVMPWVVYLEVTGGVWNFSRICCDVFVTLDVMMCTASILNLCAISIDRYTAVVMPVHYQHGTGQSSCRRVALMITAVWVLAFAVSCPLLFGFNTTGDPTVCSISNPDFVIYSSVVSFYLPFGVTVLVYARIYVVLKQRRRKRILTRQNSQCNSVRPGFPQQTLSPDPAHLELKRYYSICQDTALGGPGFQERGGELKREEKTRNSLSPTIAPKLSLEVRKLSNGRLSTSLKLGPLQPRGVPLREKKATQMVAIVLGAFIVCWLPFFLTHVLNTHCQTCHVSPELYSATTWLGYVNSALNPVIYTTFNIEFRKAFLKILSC
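Agonist-mode cell screen: cells plated at 1500/well and incubated overnight at 37 °C, then exposed to library compounds for 90 min at 37 °C. Detection reagent was added for 30–60 min at room temperature, and luminescence was read.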
KB-V1 MDR tox: qHTS assay for MDR1-selective chemotherapeutics: Primary screen using the drug-selected MDR subline cells KB-V1; AID 1347076, 2019; Potency, µM (highest dose often 46.1 µM), inactives show at the highest dose activity change, negative = cytotoxicity, actives largely listed as cytotoxic; hit rate 3.4% among 400,000; KB-V1 MDR cells viability, CellTiter-Glo, 72 h; note: potency is the fitted concentration of half-maximal effect; % is set by controls: 0 for no effect and ±100 for the full control effect; nearly all actives have a fitted effect of over 60% in size
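Following 72 h at 37 degrees C with compound, KB-V1 cell viability was read by CellTiter-Glo luminescence, medium being phenol-red-free DMEM plus 10% FBS; concentration-response parameters came from normalized, curve-fitted qHTS data.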
GLP-1R agonist: qHTS of GLP-1 Receptor Agonists | Glucagon-like peptide 1 receptor (Homo sapiens), P43220 | HEK293 GLP-1R CRE-luciferase, luminescence, 4-6 h; cells express a hypersensitive GLP-1R form | Potency, µM (highest dose often 45.6 µM), for the others: at the top dose activation, actives largely listed as activators | hit rate 0.007% among 380,000; note: potency is the fitted concentration of half-maximal effect; % of control where 0% means no effect
HEK293 tox: qHTS of GLP-1 Receptor Inverse Agonists: Cytotox Screen. HEK293 cAMP-luciferase reporter cells, luminescence, 24 h. Potency, µM (highest dose often 38.3 µM), for the others: top-dose activity change, negative = inhibition, actives largely listed as inhibitors. hit rate 0.13% among 410,000. AID 624418, 2012;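 note: loss of luciferase light is scored as toxicity; potency is the fitted concentration of half-maximal effect; % is set by controls: 0 for no effect and ±100 for the full control effect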
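Here, cytotoxicity is scored as loss of luminescence. The MLSMR collection was tested on cells seeded in medium containing 10% Nu serum, with a 24 hr compound exposure preceded by 12 hours of culture.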
DRD3 antagonist: qHTS of D3 Dopamine Receptor Antagonist: qHTS; D(3) dopamine receptor (Homo sapiens), P35462; D3R cells, DiscoveRx beta-arrestin luminescence, antagonist mode; hits give low values; max response, negative = inhibition, %; hit rate 2.5% among 360,000; AID 652054, 2013; in the data active = max response below about -50%; inconclusive = no clear call, values can overlap the other calls; note: % is set by controls: 0 for no effect and ±100 for the full control effect; mostly tested at two doses, the higher about 12 µM
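Cells expressing the human receptor were seeded at 1500 cells/well, incubated overnight at 37 degrees C in 5% CO2, then exposed to library compounds with dopamine controls for 90 minutes at 37 degrees C before luminescent detection.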
* = called active by the depositor; i = inactive; ? = inconclusive; nt = not tested or not shown; [ ] = dose if it differs, or a comment. Unless noted, calls come from the whole dose curve; as a rule, active = well fitted curve in the direction sought with a large enough effect; inconclusive = small, poorly fitted or top-dose-only effect, or another doubt; inactive = no such curve, though single readings can be large; an effect the other way counts as inactive or inconclusive. Not all compounds are listed, so the mix of outcomes need not match the whole.

#1 CCCC/C(O)=C1\C(=O)CC(C)(C)CC1=NCCCCCC(=O)O
#2 COc1ccc(NC(=O)CN(C)C(=O)c2cn(-c3ccccc3)nc2-c2ccc(F)cc2)cc1
#3 CS(=O)(=O)Nc1ccc(OCc2ccccc2)cc1
#4 CCN(C(=O)CSc1ccccn1)C1CCCCC1
#5 Cc1cc(C(=O)N2CCC2(C)C(=O)NS(=O)(=O)c2ccc(F)cc2F)nn1C (stereo not given)
#6 CC(C)CN(C(=O)COC(=O)c1ccc([N+](=O)[O-])o1)C1CCS(=O)(=O)C1 (stereo not given)

assay / entry	1	2	3	4	5	6
PTHR1 agonist	i	-22%	-16%[57.5 µM]	-3%	-16%	-15%
aSyn yeast inh	8%	-11%	0%	4%[1.84 µM]	-4%	-16%
GLP1R inv ag	11%	?	11%	-29%	18%	5%
TDP-43 yeast inh	2%	25µM*	-8%	?	9%	?
DRD3 agonist	7	8	-13	5	-3	4
KB-V1 MDR tox	1%	?	-3%	?	-2%	-15%
GLP-1R agonist	-2%	-3%	-5%	0%	-6%	-1%
HEK293 tox	3%	-27%	2%	-1%	5%	-3%
DRD3 antagonist	16	16	-4	-4	-4	3

#7 CCN(CC)C(=O)c1ccc(S(=O)(=O)N2CCC(c3nc4ccccc4s3)CC2)cc1
#8 Cc1noc(C)c1CSc1ccccc1C(=O)O
#9 COc1cc(C2CC(=O)c3cnc(NC(=O)COc4ccccc4)nc3C2)cc(OC)c1OC (stereo not given)
#10 Cc1ccc(-n2nc3c(c2NC(=O)C(C)(C)C)CS(=O)(=O)C3)cc1
#11 COc1cc2ccccc2cc1C(=O)N1CCN(C)CC1
#12 CC(=O)n1cc([C@H]2C=C(C(=O)N3CCN(Cc4ccc5c(c4)OCO5)CC3)O[C@@H](OCc3ccc(CO)cc3)C2)c2ccccc21

assay / entry	7	8	9	10	11	12
PTHR1 agonist	-28%[57.5 µM]	i	i	i	-17%[57.5 µM]	12%
aSyn yeast inh	-3%	-8%	-1%	6%	4%	-5%
GLP1R inv ag	8%	14%	0%	19%	7%	?
TDP-43 yeast inh	-21%	2%	-15%	10%	-14%	-24%
DRD3 agonist	12	12	36*	9	-17	-31
KB-V1 MDR tox	7.3µM*	12%	2%	6%	3%	4%
GLP-1R agonist	-1%	-2%	-8%	4%	-4%	4%
HEK293 tox	3%	-11%	-11%	2%	29%	-7%
DRD3 antagonist	-23	10	6	13	-24	0

#13 CCc1ccc(NC(=O)CSc2nccn2-c2cccc(C)c2C)cc1
#14 CCOc1ccc(S(=O)(=O)N2CCN(Cc3nc4ccc(C)cc4o3)CC2)cc1
#15 O=C(COc1ccc(S(=O)(=O)N2CCOCC2)cc1)NCCN1CCOCC1
#16 CCOC(=O)c1nn(-c2ccc(C)cc2)c(=O)cc1OCC(=O)Nc1cc(C)ccc1OC
#17 COc1cc(CCC(=O)OCC(=O)Nc2cccc(S(=O)(=O)N(C)C)c2)cc(OC)c1OC
#18 O=C(Nc1cccc(C(=O)N2CCCC2)c1)C1CCCC1

assay / entry	13	14	15	16	17	18
PTHR1 agonist	-29%	-11%	-3%	5%	0%	i
aSyn yeast inh	?	nt	-1%	-8%	-6%	2%
GLP1R inv ag	?	-3%	1%	9%	21%	13%
TDP-43 yeast inh	32µM*	12%	1%	0%	16%	18%
DRD3 agonist	-3	-15	-4	-38	3	6
KB-V1 MDR tox	?	-6%	15%	-2%	-1%	0%
GLP-1R agonist	15%	nt	0%	-1%	2%	-2%
HEK293 tox	-15%	9%	3%	-9%	23%	-3%
DRD3 antagonist	nt	nt	9	-13	8	14

#19 Cc1ccc([N+](=O)[O-])cc1S(=O)(=O)Nc1ccc(-c2ccc(N3CCOCC3)nn2)cc1
#20 CC(=O)c1c(C)oc2ccc(N(C(C)=O)S(=O)(=O)c3ccc(F)cc3C)cc12
#21 Cc1ccc(NC(=S)N(CCCN2CCOCC2)Cc2ccccn2)cc1Cl
#22 CCC(C)(C)C1CCc2[nH]nc(C(=O)NC3CCCC3)c2C1 (stereo not given)
#23 CC(=O)O[C@@H]1[C@@]2(C)O[C@H]2CC[C@]23O[C@H]2[C@H](OC3=O)C2=C(C)C(=O)O[C@@]21O
#24 O=C(c1ccco1)N1CCN(C(=O)c2cc3sccc3n2Cc2ccccc2)CC1

assay / entry	19	20	21	22	23	24
PTHR1 agonist	i	-44%[inhibitor]	i	i	-44%[inhibitor]	-11%[57.5 µM]
aSyn yeast inh	-8%	0%	-7%	15%	0%	19%
GLP1R inv ag	5%	6%	?	?	6%	0%
TDP-43 yeast inh	9%	-3%	-20%	-33%[inhibitor]	-50%[inhibitor]	?
DRD3 agonist	-7	18	-10	-13	-11	2
KB-V1 MDR tox	13%	nt	-1%	-17%	-4%	2.1µM*
GLP-1R agonist	10%	-2%	15%	0%	-4%	3%
HEK293 tox	22%	9%	12%	-9%	2%	-5%
DRD3 antagonist	-22	1	-24	19	0	13

#25 CCc1ccc(CCC(=O)Nc2ccc(OC)cc2)o1
#26 COc1cc(C(O)c2nc(-c3cccs3)cs2)ccc1F (stereo not given)
#27 COc1ccc(NC(=O)N2CCC(n3cnc4ccccc43)CC2)cc1
#28 COC(=O)c1c(NC(=O)C2=COCCO2)sc(C)c1C
#29 CC(=O)Nc1ccc(NC(=O)c2cc(=O)c3cc(C)cc(C)c3o2)cc1
#30 O=C(COc1cccc(Cl)c1)N1CCC(c2nc3ccccc3o2)CC1

assay / entry	25	26	27	28	29	30
PTHR1 agonist	-10%[57.5 µM]	-14%	-28%	-5%	i	i
aSyn yeast inh	-3%	11%	1%	-6%	-4%	nt
GLP1R inv ag	-26%	-20%	-19%	27%	7%	?
TDP-43 yeast inh	9%	0%	7%	?	7%	28µM*
DRD3 agonist	-4	1	4	1	2	6
KB-V1 MDR tox	7%	3%	7%	-21%	16%	nt
GLP-1R agonist	-6%	3%	5%	?	5%	nt
HEK293 tox	0%	0%	1%	10%	0%	2%
DRD3 antagonist	-13	9	3	-12	1	nt

#31 O=c1c(-c2ccc(Cl)cc2)cnc2n1CCS2
#32 CCCCCc1nnc(NC(=O)Cc2ccc([N+](=O)[O-])cc2)s1
#33 COc1ccc(C(=O)N2CCOC2CNC(=O)C(=O)NCc2ccccc2Cl)cc1 (stereo not given)
#34 CC(NC(=O)COc1cccnc1[N+](=O)[O-])c1ccc(F)cc1 (stereo not given)
#35 COc1ccccc1/C=C/c1onc(C)c1S(=O)(=O)N1CCC(C(=O)NC(C)C)CC1
#36 Cc1nc(N2CCCCC2)sc1C(=O)c1cccc([N+](=O)[O-])c1

assay / entry	31	32	33	34	35	36
PTHR1 agonist	-43%[inhibitor]	i	-12%	i	i	-34%[inhibitor]
aSyn yeast inh	-5%	-6%	2%	0%	1%	-9%
GLP1R inv ag	44%[activator]	4%	-8%	41%	-7%	6%
TDP-43 yeast inh	0%	-4%	25%	-14%	12%	?
DRD3 agonist	4	-1	-3	-3	2	5
KB-V1 MDR tox	-16%	3%	?	-2%	7%	?
GLP-1R agonist	8%	3%	4%	10%	2%	32%
HEK293 tox	3%	-1%	13%	-9%	-5%	?
DRD3 antagonist	8	3	2	-1	7	8

Five compounds picked at random from the list so far, as already listed:
#34 CC(NC(=O)COc1cccnc1[N+](=O)[O-])c1ccc(F)cc1 (stereo not given)
#35 COc1ccccc1/C=C/c1onc(C)c1S(=O)(=O)N1CCC(C(=O)NC(C)C)CC1
#33 COc1ccc(C(=O)N2CCOC2CNC(=O)C(=O)NCc2ccccc2Cl)cc1 (stereo not given)
#32 CCCCCc1nnc(NC(=O)Cc2ccc([N+](=O)[O-])cc2)s1
#36 Cc1nc(N2CCCCC2)sc1C(=O)c1cccc([N+](=O)[O-])c1

assay / entry	34	35	33	32	36
PTHR1 agonist	i	i	-12%	i	-34%[inhibitor]
aSyn yeast inh	0%	1%	2%	-6%	-9%
GLP1R inv ag	41%	-7%	-8%	4%	6%
TDP-43 yeast inh	-14%	12%	25%	-4%	?
DRD3 agonist	-3	2	-3	-1	5
KB-V1 MDR tox	-2%	7%	?	3%	?
GLP-1R agonist	10%	2%	4%	3%	32%
HEK293 tox	-9%	-5%	13%	-1%	?
DRD3 antagonist	-1	7	2	3	8

(list continues)
#37 Cc1cn2c(=O)cc(COc3ccccc3NC(=O)c3ccc(C(C)(C)C)cc3)nc2s1
#38 Cc1ccc(S(=O)(=O)N2[C@H](CC(=O)OCc3ccccc3)OC[C@@H]2C(C)C)cc1
#39 Nc1cnccc1C(=O)O
#40 O=C(CNC(=O)c1cccs1)Nc1ccc(N2CCOCC2)cc1
#41 Cc1ccc(-n2ncc3c2CC(C)(C)CC3NC(=O)CCc2ccc(=O)[nH]n2)cc1 (stereo not given)
#42 CC1(C(=O)Nc2cnc3ccccc3c2)CCN1Cc1ccc2c(c1)OCCO2 (stereo not given)

assay / entry	37	38	39	40	41	42
PTHR1 agonist	i	-60%[inhibitor]	i	-25%	i	i
aSyn yeast inh	nt	4%	0%	-4%	4%	2%
GLP1R inv ag	5%	?	15%	19%	28%	12%
TDP-43 yeast inh	0%	-9%	-2%	13%	-2%	13%
DRD3 agonist	-10	-2	10	-1	5	0
KB-V1 MDR tox	-10%	-11%	29%	nt	30%	1%
GLP-1R agonist	-1%	nt	-1%	-28%	-3%	2%
HEK293 tox	3%	0%	53%[activator]	-5%	-4%	1%
DRD3 antagonist	nt	9	-11	20	2	12
